SMARCA2 act: SMARCA2 function activation, primary screen | activation, % at 9.1 µM | MG213 cells, MMTV-luciferase reporter, dexamethasone, overnight | 370,000 tested, 1% active; in the data active means activation above about 7.8%;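 further: 0% = vehicle wells and 100% = reference activator wells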
DAX1 inh-1: inhibitors of DAX1 repression of SF-1 activated StAR promoter | HEK293T StAR-luciferase reporter, SF-1/DAX-1 repression relief | inhibition, % at 6.8 µM | 370,000 tested, 1.1% active | AID 652010;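 active means inhibition above the mean over all tested compounds plus 3 SD, cut at about 3.6% in these data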;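 further: 0% = DAX-1 cells with DMSO and 100% = cells lacking DAX-1 with DMSO; higher inhibition means more luminescence from relief of DAX-1 repression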
hgDAF12 agonist: hgDAF-12 agonism, primary luciferase screen. HEK293 GAL4-hgDAF12 UAS-luciferase reporter, agonist luminescence; normalized to butyrate control. 370,000 tested, 1.8% active. activation, % at 6.8 µM;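 active means activation above a cutoff set at the mean of all screened compounds plus 3 SD, cut at about 10% in these data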;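 further: 0% = DMSO wells and 100% = sodium butyrate wells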
hcDAF-12 act: H. contortus DAF-12 activation, primary screen | HEK293 hcDAF-12 lit1-tk-luc reporter, luminescence; 0% DMSO, 100% Δ7-dafachronic acid | 370,000 tested, 1.4% active | activation, % at 6.8 µM;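 active means activation above the mean of all tested compounds plus 3 SD, cut at about 5.5% in these data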;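 further: 100% = response to 3 µM Δ7-dafachronic acid high control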
DAX1 inh-2: inhibitors of human orphan nuclear receptor DAX1 (NR0B1) | 340,000 tested, 0.99% active | P51843 | inhibition, % at 6.75 µM | AID 504766 | HEK293 Gal4-DAX1 luciferase reporter, luminescence;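 active means inhibition above the mean over all tested compounds plus 3 SD, cut at about 4.2% in these data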;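 further: 0% = DAX1-transfected cells with DMSO and 100% = empty-vector control cells with DMSO; inhibition shows as a rise in luminescence from relieved DAX1 repression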
Target sequence (P51843 207-470 limits assumed): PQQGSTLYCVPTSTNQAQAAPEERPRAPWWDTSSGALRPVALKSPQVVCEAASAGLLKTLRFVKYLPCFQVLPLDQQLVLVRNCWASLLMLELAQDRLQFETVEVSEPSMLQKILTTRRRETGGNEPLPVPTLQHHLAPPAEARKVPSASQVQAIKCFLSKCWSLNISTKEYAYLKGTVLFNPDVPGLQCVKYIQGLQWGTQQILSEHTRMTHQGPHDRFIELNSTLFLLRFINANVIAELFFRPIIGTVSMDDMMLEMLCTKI
HGIII-sPLA2 inh: Blocks human group III sPLA2 activity | 370,000 tested, 0.56% active | inhibition, % at 12.2 µM | Q9NZ20 | QFRET BODIPY PC-A2 liposome hydrolysis, fluorescence;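 active means inhibition above mean plus 3 SD of compounds lying within the high and low control bounds, cut at about 19% in these data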;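 further: 0% = median of test compound wells and 100% = no enzyme DMSO wells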
ssDAF12 agonist: activators of S. stercoralis DAF-12 nuclear receptor; activation, % at 6.8 µM; 370,000 tested, 1% active; AID 652126; HEK293 ssDAF-12/GRIP1 lit1-tk-luc reporter, luminescence; % of 3 µM dafachronic acid response;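 active means activation above the mean over all tested compounds plus 3 SD, cut at about 0.9% in these data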;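 further: 0% = DMSO-only wells and 100% = 3 µM delta7-dafachronic acid wells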
GC-B act: GC-B (human) receptor activation. P20594. HEK293-GC-B cells, CNP EC30, cGMP TR-FRET; 0% at EC30 CNP, 100% saturating CNP. activation, % at 10 µM. 370,000 tested, 0.11% active. AID 1920062;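 active means activation at 10 µM reaching about 35% in either raw or pattern-adjusted values, limit read from the data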
ADAM10 inh: inhibitors of human ADAM10. O14672. recombinant ADAM10, EDANS/DABCYL FRET peptide cleavage, 3 h. inhibition, % at 7 µM. 370,000 tested, 0.62% active. AID 720582;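 active means inhibition above a per-campaign cutoff equal to the mean of compounds falling between control-based bounds plus 3 SD, cut at about 20% in these data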;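 further: 0% = DMSO wells while the 100% control is not disclosed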
Target sequence (O14672 214-748 limits assumed): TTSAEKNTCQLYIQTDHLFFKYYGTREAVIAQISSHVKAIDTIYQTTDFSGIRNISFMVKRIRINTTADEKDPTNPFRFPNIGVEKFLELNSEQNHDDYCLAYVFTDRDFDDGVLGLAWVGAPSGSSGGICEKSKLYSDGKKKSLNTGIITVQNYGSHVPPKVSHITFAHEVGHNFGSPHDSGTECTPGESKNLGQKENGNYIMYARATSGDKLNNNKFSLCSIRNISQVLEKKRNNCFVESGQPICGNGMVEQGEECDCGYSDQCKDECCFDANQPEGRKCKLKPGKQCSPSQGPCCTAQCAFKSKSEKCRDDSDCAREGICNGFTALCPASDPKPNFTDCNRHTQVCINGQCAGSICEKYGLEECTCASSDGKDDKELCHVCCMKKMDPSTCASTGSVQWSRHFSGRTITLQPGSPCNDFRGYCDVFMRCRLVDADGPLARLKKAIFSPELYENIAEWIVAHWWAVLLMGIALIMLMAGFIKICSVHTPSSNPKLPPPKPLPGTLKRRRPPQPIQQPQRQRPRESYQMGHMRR
NPR1 activator: GC-A (human) enzyme activation. P16066. HEK293 GC-A cells, cGMP TR-FRET, EC30 ANP; 0% at EC30 ANP, 100% saturating ANP. activation, % at 10 µM. 370,000 tested, 0.14% active; in the data active means activation above about 40%
FXN GAA850 act: frataxin GAA850 promoter activation. 360,000 tested, 0.56% active. AID 540364. activation, % at 6 µM. HEK293 lucGAA850 FXN promoter luciferase reporter, 24 h; percent of 10 µM SAHA response;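 active means activation above the average of all compounds screened plus 3 SD, cutoff fixed separately per campaign, cut at about 7.5% in these data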;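 further: 0% = DMSO wells and 100% = 10 µM SAHA wells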
* marks the source's active call; other numbers are inactive results; i = inactive; · = not tested or not shown.

Every second line gives: FXN GAA850 act	GC-B act	hcDAF-12 act	NPR1 activator	SMARCA2 act	hgDAF12 agonist	HGIII-sPLA2 inh	DAX1 inh-1	ssDAF12 agonist	DAX1 inh-2	ADAM10 inh
CCC(=O)Nc1c(-c2ccc3ccccc3c2)nc2ccccn12
 : 1.5	5	3.4	6	0	5.5	5	0.3	-0.4	-0.5	-305
CCC(C)(C)c1ccc(OCCCC[n+]2ccc(C)cc2)c(C(C)(C)CC)c1
 : ·	-9	0.0	1	-11	-5.4	1	-3.0	-2.5	·	5
C/C(Cn1cnc([N+](=O)[O-])n1)=N\NC(=O)c1cccnc1
 : 2.3	6	0.1	-1	-2	1.8	-2	-0.1	-1.3	1.4	8
CCOc1ccccc1C(=O)NCC(=O)N(C)Cc1cccnc1
 : 1.3	3	1.5	-3	-2	0.9	3	0.0	-0.9	-1.1	5
CCCNC(=O)C1CCN(S(=O)(=O)c2ccc(-c3nn[nH]n3)cc2)CC1
 : -3.3	0	1.1	-1	0	-1.4	8	1.2	-1.7	-0.2	3
COc1cc(CN2CCC(Cc3ccccc3)CC2)cc([N+](=O)[O-])c1O
 : -1.5	-6	0.5	0	-1	0.0	-10	0.0	-0.6	0.1	0
CN(C(=O)c1cccc(NC(=O)Cc2cccc(NC(=O)C3CCCN(C(=O)C4CCCC4)C3)c2)c1)C1CC1 (centres undefined)
 : -1.6	6	-1.6	1	-6	-2.4	1	-1.3	-1.2	0.0	-6
Cc1ccc(-c2n[nH]c(=S)n2/N=C/c2ccc(C)o2)cc1
 : 3.8	-2	-0.9	-2	2	-6.1	11	-0.1	-1.0	0.2	7
CCOc1ccccc1Nc1cc(C)nc2nnnn12
 : 0.8	1	1.4	7	-4	-1.2	6	0.2	1.0*	0.5	-6
Cc1cccn2c(NCc3ccc4c(c3)OCO4)c(-c3ccc(O)cc3)nc12
 : 1.6	2	-1.6	0	-1	-1.2	4	-0.8	-1.1	0.1	i
CCOc1ccc(CNC(=O)C2CCN(S(=O)(=O)CC)CC2)cc1OC
 : 2.4	-4	-1.1	2	-1	-0.8	6	0.1	-0.5	1.1	4
CCN(CC)C(=O)CSc1nnc(-c2ccco2)n1Cc1ccco1
 : -1.4	7	1.0	4	-1	1.7	-1	0.6	-0.1	-0.4	3
NNC(=O)CSc1nc(-c2ccccc2)cn1-c1ccccc1
 : -3.5	0	-2.2	-5	-1	-6.9	-7	-0.4	-1.7	-1.8	4
Cc1ccc(-c2nnn(CC(=O)N(CC(=O)NC3CCCC3)c3ccccc3F)n2)o1
 : 1.2	-2	-2.7	6	-4	-1.7	2	-0.4	-1.4	-0.5	-5
CC1CCC(C#N)(N(C)C(=O)CSc2nnc(C3CC3)n2C2CC2)CC1 (centres undefined)
 : -2.2	7	-0.9	2	-4	3.6	14	1.5	-0.9	0.0	-19
O=C(NC(Cc1ccccc1)C(=O)O)/C(=C\c1ccc(Br)cc1)NC(=O)c1ccc(Br)o1 (centres undefined)
 : -0.2	2	-0.8	-2	-3	-0.6	-10	0.0	-0.7	0.7	-8
Cc1[nH]n(-c2ccccc2)c(=O)c1/C=N/N(c1ccccc1)c1ccccc1
 : 1.4	3	-1.7	1	-3	-1.4	-3	-0.2	-1.2	0.3	-6
CC(=O)COc1ccc2c(-c3ccccc3)cc(=O)oc2c1C
 : 2.3	1	-3.0	-3	-1	-0.1	-11	-0.3	-1.5	0.1	-20
O=C(NNC(=O)c1cc(F)c(F)cc1Cl)c1ccc(NS(=O)(=O)c2cccs2)cc1
 : -0.7	5	0.5	2	4	-3.4	-4	-1.7	-1.0	-0.9	8
OCCCN1CCN(CCCOc2ccccc2-c2ccccc2)CC1
 : -1.6	5	-1.8	1	3	-1.3	3	0.4	-1.2	-1.6	1

An excerpt of these results, field by field.
Molecule: CCN(CC)C(=O)CSc1nnc(-c2ccco2)n1Cc1ccco1
  FXN GAA850 act = -1.4 | GC-B act = 7 | hcDAF-12 act = 1.0 | NPR1 activator = 4 | SMARCA2 act = -1 | hgDAF12 agonist = 1.7 | HGIII-sPLA2 inh = -1 | DAX1 inh-1 = 0.6 | ssDAF12 agonist = -0.1 | DAX1 inh-2 = -0.4 | ADAM10 inh = 3

Molecule: NNC(=O)CSc1nc(-c2ccccc2)cn1-c1ccccc1
  FXN GAA850 act = -3.5 | GC-B act = 0 | hcDAF-12 act = -2.2 | NPR1 activator = -5 | SMARCA2 act = -1 | hgDAF12 agonist = -6.9 | HGIII-sPLA2 inh = -7 | DAX1 inh-1 = -0.4 | ssDAF12 agonist = -1.7 | DAX1 inh-2 = -1.8 | ADAM10 inh = 4

Molecule: Cc1ccc(-c2nnn(CC(=O)N(CC(=O)NC3CCCC3)c3ccccc3F)n2)o1
  FXN GAA850 act = 1.2 | GC-B act = -2 | hcDAF-12 act = -2.7 | NPR1 activator = 6 | SMARCA2 act = -4 | hgDAF12 agonist = -1.7 | HGIII-sPLA2 inh = 2 | DAX1 inh-1 = -0.4 | ssDAF12 agonist = -1.4 | DAX1 inh-2 = -0.5 | ADAM10 inh = -5

Molecule: CC1CCC(C#N)(N(C)C(=O)CSc2nnc(C3CC3)n2C2CC2)CC1 (centres undefined)
  FXN GAA850 act = -2.2 | GC-B act = 7 | hcDAF-12 act = -0.9 | NPR1 activator = 2 | SMARCA2 act = -4 | hgDAF12 agonist = 3.6 | HGIII-sPLA2 inh = 14 | DAX1 inh-1 = 1.5 | ssDAF12 agonist = -0.9 | DAX1 inh-2 = 0.0 | ADAM10 inh = -19

The listing continues.
Every second line gives: FXN GAA850 act	GC-B act	hcDAF-12 act	NPR1 activator	SMARCA2 act	hgDAF12 agonist	HGIII-sPLA2 inh	DAX1 inh-1	ssDAF12 agonist	DAX1 inh-2	ADAM10 inh
COc1ccc(S[C@]2(C(=O)N3CCN(c4ncccn4)CC3)CC(=O)N(c3ccc4ccccc4c3)[C@@H]2c2ccc(OC)cc2)cc1
 : ·	-1	-2.6	-2	-4	-2.3	-1	0.2	-1.1	·	-4
CCOC(=O)c1cc(-c2ccccc2)sc1NC(=O)c1cc(OC)c(OC)c(OC)c1
 : 1.2	1	-1.1	7	-2	-2.8	15	-0.3	-0.8	-0.4	-10
S=C(Nc1ccc(Cl)cc1)Nc1ccc2cn[nH]c2c1
 : 0.5	3	0.3	9	1	0.8	5	-0.7	-1.4	-0.5	-24
Cc1ccc(Cl)c(OCC(=O)Nc2cccnc2)c1
 : 5.0	1	2.1	-1	6	7.9	2	3.1	0.5	1.4	-6
Cc1ccc(CNC(=O)CN2C(C)CCCC2C)cc1 (centres undefined)
 : 0.7	-2	-0.9	0	-3	-0.8	-3	0.5	-1.6	-0.9	2
Cc1ccc(C)c(OCc2cc(C(=O)N3CCN(C4CCCCC4)CC3)no2)c1
 : -0.8	-4	2.7	3	2	3.0	-8	0.6	-0.5	0.5	-9
COCCN(C(=S)Nc1cccc(C)c1)C(C)c1cccnc1 (centres undefined)
 : -0.4	3	-1.5	-1	2	-2.7	-1	0.2	-1.3	-0.2	7
COc1cc(C(=O)NCc2nnc(SCC(=O)NC3CCCCC3)o2)cc(OC)c1OC
 : -3.2	2	-2.1	1	0	-0.2	1	-0.1	-1.1	0.2	-1
CCN(c1ccccc1)S(=O)(=O)c1ccc(Cl)c(NC(=O)COC(=O)c2ccc(Cl)c(N)c2)c1
 : -0.2	7	1.5	-2	-4	0.5	-6	0.9	-1.2	-1.8	-10
OC(COC(c1ccc(Cl)cc1)c1ccc(Cl)cc1)CN1CCc2ccccc2C1 (centres undefined)
 : 4.1	-11	-0.8	-16	2	5.4	-23	-0.4	-0.5	-1.1	15
CCCCNC(=O)Nc1nnc(-c2ccc(OCC)cc2)o1
 : 1.2	-1	0.9	-5	-3	0.5	6	0.2	-1.0	5.5*	-10
CCN(CC)S(=O)(=O)c1cccc(C(=O)NNC(=O)C2=NN(c3ccccc3)C(=O)CC2)c1
 : 0.4	1	0.4	-3	-2	2.1	-4	-0.6	-1.2	-0.2	-3
CN(/N=C/c1cc(Br)cc(Br)c1O)c1ccccc1
 : 2.2	-2	4.4	-10	-3	6.1	-4	-0.1	0.3	0.9	3
CCc1ccc(/C=C2\SC(=S)N(CCC(=O)N3CCN(C)CC3)C2=O)cc1
 : -0.9	-2	-0.6	4	0	0.3	-3	-0.2	-1.9	-1.1	4
O=C(Cc1ccccn1)Nc1ccccc1
 : -3.2	5	0.3	1	4	0.7	1	-0.7	-0.8	0.1	-1
O=C(CN1C(=O)c2cccc3cccc1c23)NCc1ccc2c(c1)OCO2
 : 1.1	-3	-2.5	-6	-4	-1.6	7	0.0	-1.7	0.3	-67
CCN(CC)C(=O)c1ccc(S(=O)(=O)Cc2ccc(C)cc2)c([N+](=O)[O-])c1
 : -1.6	2	-3.2	4	2	-3.4	6	-1.2	-1.1	-1.9	-3
Cc1cc(C)n(-c2cc(N3CCN(C(=O)c4cccc(F)c4)CC3)ccc2[N+](=O)[O-])n1
 : 0.8	3	-2.6	-1	1	-1.4	-3	-1.0	-1.1	-0.9	11
COc1ccc(NC2CS(=O)(=O)CC2OC(=O)c2ccc(F)cc2)cc1 (centres undefined)
 : 0.3	-12	1.0	-14	-1	-2.9	3	-0.3	-1.6	1.4	2
COc1cccc(C(=O)NCCCNC(=O)c2cccnc2)c1
 : 0.5	0	-1.1	4	-2	-0.6	0	-0.1	-1.3	-2.0	-1
CCc1ccc(CNC(=O)C2CCCN(c3nnc(C)c4c(C)n(-c5ccccc5)nc34)C2)cc1 (centres undefined)
 : -5.4	-10	-2.9	-5	-1	-0.7	-12	-2.6	-0.9	-0.4	-215
COc1ccc(CN2C(=O)c3ccccc3C2=O)cc1C(=O)N(C)CC(=O)Nc1ccc(C)cc1
 : -0.6	0	-0.9	0	-4	-0.4	-17	0.1	-0.8	1.2	10
CCOc1cc(N2CCOCC2)c(OCC)cc1NC(=O)C1=COCCO1
 : 0.1	-4	-1.6	-2	2	0.5	-4	-1.6	-1.2	0.4	2
Cc1ccc(NC(=O)C2=C(O)CCn3c2nc2ccccc23)cc1
 : 1.4	2	8.9*	8	4	3.9	-9	-0.4	1.9*	1.3	13
NS(=O)(=O)c1ccc(CCNC(=O)c2ccccc2F)cc1
 : 4.1	4	-0.9	-1	3	0.0	4	0.7	-1.4	0.0	8
CC1(C2CC2)NC(=O)N(CC(=O)N2CCN(S(=O)(=O)c3ccc(F)c(F)c3)CC2)C1=O (centres undefined)
 : 1.2	2	-0.5	2	4	-0.4	5	-0.1	-0.8	0.5	-4

Screening data as filed in PubChem BioAssay.

Hits appear at their usual frequency. About 6.6% of those tested had a hit in this group.
